DT40 TDP1 no CPT: qHTS for Inhibitors of human tyrosyl-DNA phosphodiesterase 1 (TDP1): qHTS in cells in absence of CPT | Potency, µM (series often up to 46.2 µM), for the others: top-dose activity change, negative = growth inhibition, actives largely listed as inhibitors | AID 686978, 2013 | 420,000 compounds, 15% hits | DT40 Tdp1-/- hTDP1 cells, no CPT, ATP luminescence, 48 h; also: nearly all actives have a fitted effect of over 55% in size
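Growth kinetics read by CellTiter-Glo luminescence after ≥48 hr at 37 °C. Cells: DT40 Tdp1-/- stably carrying human TDP1, 400 per well, compound exposure in the absence of CPT (DMSO vehicle).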
GCN5L2 inh: qHTS Assay for Inhibitors of GCN5L2; GCN5L2 HAT assay, ThioGlo1 CoA-SH fluorescence; Potency, µM (titrated, usually from 58.9 µM), inactives show top-dose activity change, negative = inhibition, most hits filed as inhibitors; 390,000 compounds, 0.21% hits
Target sequence (Q92830 whole entry, looked up): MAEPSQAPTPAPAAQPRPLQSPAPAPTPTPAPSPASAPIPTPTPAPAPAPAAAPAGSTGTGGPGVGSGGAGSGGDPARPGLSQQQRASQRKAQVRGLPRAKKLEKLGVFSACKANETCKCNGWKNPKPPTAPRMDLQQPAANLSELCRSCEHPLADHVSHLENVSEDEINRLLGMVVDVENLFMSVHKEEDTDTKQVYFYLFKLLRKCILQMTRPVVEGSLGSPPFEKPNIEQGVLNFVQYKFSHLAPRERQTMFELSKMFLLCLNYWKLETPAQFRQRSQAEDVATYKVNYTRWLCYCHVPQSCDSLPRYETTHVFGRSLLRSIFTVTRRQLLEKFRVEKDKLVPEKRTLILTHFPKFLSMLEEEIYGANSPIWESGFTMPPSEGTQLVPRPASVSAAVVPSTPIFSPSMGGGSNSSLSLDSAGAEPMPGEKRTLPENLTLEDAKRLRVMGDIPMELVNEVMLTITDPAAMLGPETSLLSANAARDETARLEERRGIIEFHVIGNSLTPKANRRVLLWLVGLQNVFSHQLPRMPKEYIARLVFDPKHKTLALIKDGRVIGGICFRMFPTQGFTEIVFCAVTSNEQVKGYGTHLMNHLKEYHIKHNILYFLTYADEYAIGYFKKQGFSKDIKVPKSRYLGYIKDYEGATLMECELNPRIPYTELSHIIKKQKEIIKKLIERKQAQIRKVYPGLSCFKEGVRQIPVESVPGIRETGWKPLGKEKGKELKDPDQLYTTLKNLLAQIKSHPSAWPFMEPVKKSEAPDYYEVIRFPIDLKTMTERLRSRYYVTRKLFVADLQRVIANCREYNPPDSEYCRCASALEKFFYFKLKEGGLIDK
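Preincubate 20nM GCN5L2 with compound 15 min, RT → add 50uM ThioGlo1 + 75uM H3(1-25) + 70uM acetyl-CoA → read fluorescence 0 and 20 min. Primary qHTS; fluorescent artifacts likely.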
DT40 TDP1 CPT: qHTS for Inhibitors of human tyrosyl-DNA phosphodiesterase 1 (TDP1): qHTS in cells in presence of CPT; Potency, µM (doses to about 46.2 µM), for the others: at the top dose activity change, negative = growth inhibition, actives largely listed as inhibitors; AID 686979, 2013; 420,000 compounds, 12% hits; chicken DT40 Tdp1-/-;hTDP1 cells + 20 nM CPT, ATP luminescence, 48 h; also: nearly all actives have a fitted effect of over 55% in size
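Chicken DT40 Tdp1-/- cells complemented with human TDP1, 400 cells/well, exposed to compounds plus 20 nM camptothecin for at least 48 h at 37 C; viability read as ATP content by CellTiter-Glo luminescence.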
The depositor's hits bear a star; u = inconclusive; x = no result given; & = joins results of further samples; [ ] = remark or other dose. Calls follow the shape of the dose curve; as a rule, active = well fitted curve in the direction sought with a large enough effect; inconclusive = small, poorly fitted or top-dose-only effect, or another doubt; inactive = no such curve, though single readings can be large; an effect the other way counts as inactive or inconclusive. % is scaled to controls: 0 for no effect and ±100 for the full control effect; potency is read from the fitted curve at half-maximal effect.

Compound	DT40 TDP1 no CPT	GCN5L2 inh	DT40 TDP1 CPT
COC(=O)N[C@H](c1ccccc1)[C@@]1(C)C[C@@H]1[C@@H](C)C(=O)Nc1ccc2ccccc2c1	u	x	u
CCCOc1ccccc1C1NC(=O)NC(C)=C1C(=O)OCCOC (configuration not stated)	-21.9%	3.6%	-7.6%
Cc1nn(C)c(N)c1-c1ccccc1	16.7%	-3.9%	-6.3%
CC(=O)Nc1ccccc1-c1nc2cc(C#N)c(C#N)cc2[nH]c1=O	20.6µM*	-2.2%	20.6µM*
CCCNC(=O)C1(C)CCN(C(=O)c2cccnc2Oc2ccccc2)C1 (configuration not stated)	-11.5%	x	-9.5%
CCOC(=O)N1C(=O)NC(=O)C1c1ccc(OC)cc1 (configuration not stated)	-4.1%	x	-1.8%
Cc1ccc(C(=O)CSc2nnc(C3CC3)n2C2CC2)s1	-23.9%	-2.7%	-5.6%
CCCCS(=O)(=O)N1CCCC(C(=O)Nc2ccc3c(c2)CCC3)C1 (configuration not stated)	-28.3%	0.2%	-27.4%
Cc1ccccc1Nc1nc(N)c(C(=O)c2ccccc2Cl)s1	u	0.1%	u
O=c1nc(SCc2ccc(Cl)cc2)nc(-c2ccccc2)[nH]1	-15.2%	-18.9%	-1.4%
CC(C)C[C@H](NC(=O)[C@@H]1Cc2c([nH]c3ccccc23)C2c3ccccc3C(=O)N21)C(=O)N1CCC[C@@H]1C(=O)O (some centres not stated)	0.2%	-12.0%	-1.4%
Cc1nnc(NC(=O)CC(NC(=O)C(F)(F)F)c2ccccc2)s1 (configuration not stated)	-15.2%	-2.4%	-11.4%
COCCN(C(=O)CCC(=O)Nc1ccccn1)C(C(=O)NCCC(C)C)c1ccc(F)cc1 (configuration not stated)	-5.6%	0.7%	2.6%
CCCCOC(=O)Nc1sc2c(c1C(=O)OC)CCC2	-19.5%	-2.4%	8.8%
O=C(CSc1ccccc1)NCc1ccc2c(c1)CCN2C(=O)c1ccc(Cl)cc1	u	-4.4%	-11.6%
COc1ccc2cc(CNC3CCS(=O)(=O)C3)c(-c3ccc(OC)c(OC)c3)nc2c1 (configuration not stated)	-3.6%	x	4.1%[9.04 µM]
Cc1cc(NC(=O)C(C)SCC(=O)Nc2cccc(S(=O)(=O)N3CCCCCC3)c2)no1 (configuration not stated)	u	x	u
CCN(CC)S(=O)(=O)c1ccc2c(c1)[nH]c(=S)n2CC	-27.8%	-10.0%	-10.8%
O=C(COC(=O)C1=COCCO1)Nc1ccc2c(c1)OCO2	-6.4%	-2.1%	-1.7%
COc1ccc(C(=O)N2CCN(c3ncccn3)CC2)cc1	1.3%	-5.0%	-5.5%
Cc1ccsc1CCNC(=O)C1CCC(=O)N(CCc2cccc(F)c2)C1 (configuration not stated)	u	-3.2%	u
CN(CC(=O)Nc1ccc(Cl)cc1)C(=O)c1cccc(S(=O)(=O)N(C)C)c1	-2.8%	5.3%	15.8%
Cc1cc(-n2c(C)cc(C(=O)COc3ccc(Cl)cc3C(N)=O)c2C)no1	u	-1.8%	u
OCCC1CN(Cc2nc3ccccc3s2)CCN1C1CCCC1 (configuration not stated)	-3.1%	-11.0%	-11.9%
CC(C)(O)C#Cc1ccc(CN2CCc3nnc(CCNC(=O)c4ccco4)n3CC2)cc1	-11.5%	x	2.2%[9.04 µM]
COc1cccc(CN(C)CC(=O)Nc2ccccc2C(=O)Nc2ccccc2)c1OC	u	-5.1%	u
Cc1[nH]c2ccccc2c1/C=N/NC(=O)c1cc(-c2ccccc2)n[nH]1	18.4µM*	-19.8%	u
O=C(COc1ccccc1Cl)NCCNC(=O)c1cccnc1	-12.5%	0.8%	-0.9%
COC(=O)c1cnc(Nc2nc(C(N)COCc3ccccc3)cs2)nc1C(F)(F)F (configuration not stated)	14.6µM*	x	u
Cc1cc(C)c(NC(=O)CS(=O)CC(=O)Nc2ccc(N3CCOCC3)cc2)c(C)c1 (configuration not stated)	-13.3%	-6.5%	1.7%
COc1ccc(CN2C(=O)C(CC(=O)NCCN3CCOCC3)CC(C(=O)N(C(C)C)C(C)C)=C2C)cc1 (configuration not stated)	-2.7%	x	-29.1%
CCOC(=O)Nc1sc(C)nc1-c1ccccc1	-4.1%	-0.4%	10.1%
CC(=O)Nc1cc(NC(C)=O)c(CC(C)C)s1	-10.4%	1.4%	3.5%
CC(C)C[C@@H]1NC(=O)[C@H](CCCN)NC(=O)[C@H](C(C)C)NC(=O)[C@@H]2CCCN2C(=O)[C@@H](Cc2ccccc2)NC(=O)[C@H](CC(C)C)NC(=O)[C@H](CCCN)NC(=O)[C@H](C(C)C)NC(=O)[C@@H]2CCCN2C(=O)[C@@H](Cc2ccccc2)NC1=O	0.146µM*	x	0.411µM*
Cc1cccc(N2CCN(c3ccc(C(N)=O)cc3[N+](=O)[O-])CC2)c1C	-4.4%	-1.9%	5.5%
CSCCC(NC(=O)C12CC3CC(CC(C3)C1)C2)C(=O)OCC(=O)c1ccc(C)cc1 (configuration not stated)	3.1%	-2.9%	-11.1%
c1ccc(-n2ncc3c(NCC4CCCO4)ncnc32)cc1 (configuration not stated)	u	-2.6%	u
COc1ccc(/C=C/C(=O)OCC(=O)Nc2ccc(S(N)(=O)=O)cc2)cc1OC	u	-8.6%	-0.2%
Cc1ccc(-c2n[nH]c(=O)c3ccccc23)cc1S(=O)(=O)NCCN1CCOCC1	-6.9%	-5.8%	-23.4%
COCCNC(=O)C1(C)CCCN(C(=O)c2cnc3ccccc3n2)C1 (configuration not stated)	-8.2%	x	1.9%
COc1ccc(S(=O)(=O)c2c(O)c3ccc(C(=O)Nc4ccccc4F)cc3[nH]c2=O)cc1	19.6%	-6.0%	-3.9%
CSc1cccc(NC(=O)CN(C)S(=O)(=O)c2ccc3c(c2)CCCN3C(C)=O)c1	25.9µM*	-3.7%	u
COc1ccccc1NC(=O)Nc1ccc2c(c1)OCCO2	-15.8%	-4.8%	-27.7%
Cc1ccc(Nc2cc(C)nc(-c3ccccc3)n2)cc1	-24.6%	-0.7%	u
COc1ccc(NC(=O)NC2CCCc3ccccc32)cc1OC (configuration not stated)	-6.3%	-5.4%	-17.7%
CCOC(=O)C1CCN(CC(O)COC(CC)c2ccccc2)CC1 (configuration not stated)	-27.0%	-4.9%	-0.1%
CCN(Cc1ccccc1)S(=O)(=O)c1ccc(S(=O)(=O)N2CCN(CCC#N)CC2)cc1	-19.6%	-2.8%	-23.1%
O=C(OC1CSc2nc3ccccc3n2C1)c1ccco1 (configuration not stated)	-23.2%	-2.7%	-15.8%
CC(O)(c1ccccc1)c1nc(-c2csc3ccccc23)cs1 (configuration not stated)	u	x	u
COc1cnc(SCCC(F)=C(F)F)[nH]c1=O	-8.8%	-8.0%	-0.8%
O=C1C=C(c2cccc(OCc3ccccc3)c2)C[C@@H](c2ccc3c(c2)OCO3)C1	-20.3%	-8.3%	-29.4%
Cc1cccc2c(N=O)c(O)n(CCc3ccccc3)c12	u	-1.4%	-45.0%
O=C1Nc2cc(C(=O)N3CCOCC3)ccc2S/C1=C\c1ccccc1	23.1µM*	-5.7%	u
COc1cc(OC)c(N(C)S(=O)(=O)c2cccc(C(=O)NC3=NCCS3)c2)cc1Cl	u	-6.8%	23.1µM*
Cc1cc(Cl)ccc1OCCCC(=O)N/N=C/c1cccc([N+](=O)[O-])c1	u	-5.3%	14.6µM*
CC(=O)c1cccc(-n2c(CCC(=O)O)ccc2-c2ccccc2)c1	u	2.3%&0.4%	9.1%&-16.4%
O=C(NC(=S)Nc1ccccc1N1CCCCC1)c1ccc(F)cc1Cl	u	-4.8%	u
N#CCCN(Cc1ccccc1)C(=O)CCC(=O)c1ccc(F)cc1	-20.7%	x	-16.5%
Cc1ccccc1-n1c(-c2csc(C)c2C)n[nH]c1=S	u	-1.7%	u
CC1(C)C(=O)C=C[C@]2(C)C1CC(=O)[C@]1(C)C2CC[C@@]2(C)C(c3ccoc3)OC(=O)C3O[C@@]321 (some centres not stated)	u	-12.7%	-8.4%

Additional compounds.
Compound	DT40 TDP1 no CPT	GCN5L2 inh	DT40 TDP1 CPT
CCCCc1c(Cc2cccc(F)c2)ncn1CCc1ccccc1OC	13µM*	x	u
C#CCN1C=CC(=O)[C@@H](O)[C@H]1c1ccccc1Br	-3.4%	x	8.4%
Cn1cnc(S(=O)(=O)N2CCCC(C(=O)NCc3ccc(F)cc3)C2)c1 (configuration not stated)	-7.3%	-2.5%	12.0%
CCCOC(=O)c1ccc(O)c(OC)c1	-11.3%	-9.5%	24.5%
COc1cc(C)nc(Oc2ccc(OCCOc3ccccc3)nn2)n1	16.7%	-1.7%	-1.3%
CCOC(=O)c1cnc2c(C)cc(C)cc2c1Nc1ccc(N2CCOCC2)cc1	5.8µM*	15.9%	25.9µM*
COc1cc(/C=C/c2nc3ccccc3c(=O)[nH]2)cc(Cl)c1O	-7.3%	-3.3%	1.0%
COC(=O)c1ccc(/C=N\NC(=O)CC(=O)NCCc2ccccc2)cc1	13µM*	0.4%	1.7%
CC(=O)Oc1ccc(/C=C2/C(=O)N(c3ccccc3)N=C2C)cc1	-27.1%	1.3%	-27.8%
O=C1[C@H]2[C@@H](c3ccc(C(F)(F)F)cc3)N[C@]3(CCCN(Cc4ccc(Cl)cc4)C3=O)[C@H]2C(=O)N1Cc1ccccc1	20.6µM*	x	16.4µM*
Cc1cccc(N2CCN(C(=O)c3ccccc3NC(=O)C3=CSCCO3)CC2C)c1 (configuration not stated)	u	-10.7%	u
CC(C)c1ccc(NC2CCCN(C(=O)c3cnn(C(C)C)c3)C2)cc1 (configuration not stated)	-20.3%	-26.9%	-13.2%
Cc1nn(CC(=O)NC(C)C(C)C)c(C)c1S(=O)(=O)N1CCCCC1 (configuration not stated)	2.3%	-17.0%	1.8%
Cc1ccccc1OCC(=O)NN1CCN(C)CC1	-21.8%	-3.4%	3.6%
COc1ccc(Cn2c(C)c(C)c(C#N)c2NC(=O)Nc2cccc(C)c2)cc1	-21.8%	7.5%	u
O=c1cc(-c2ccc(F)cc2)nc(SCc2nc(-c3cccc(Cl)c3)no2)[nH]1	u	-12.0%	-7.6%
COCCN(CC(=O)Nc1cccc(C)c1C)C(=O)c1cc(-c2cccs2)nn1-c1ccccc1	u	-8.4%	u
CCOC(=O)C/C(C)=N\Nc1ccc([N+](=O)[O-])cc1[N+](=O)[O-]	u	-7.0%	u
COc1ccc(CN2CCN(C(=O)c3cccc4ccccc34)CC2)c(OC)c1OC	u	2.3%	-16.1%
CC(C(=O)O)N1CCCCC1 (configuration not stated)	2.2%	-17.3%	-0.8%
Cc1ccc(OCC(=O)N/N=C/c2cn(C)c3ccccc23)cc1	-33.0%	15.6%	-12.1%
CC(C)Cn1c(SCC(=O)N2CCCc3ccccc32)nc2ccccc2c1=O	18.4µM*	-11.2%	16.4µM*
CS(=O)(=O)c1ccc(-c2nnc(NC(=O)C3=COCCO3)o2)cc1	-1.4%	0.5%	16.0%
CC1(C)CC(NC(=O)COc2ccc3c4c(c(=O)oc3c2)CCCC4)CC(C)(C)N1	24.2%	-2.1%	2.5%
O=S(=O)(c1cccc(F)c1)N1CCN(C(=S)NCc2ccccc2)CC1	-1.9%	-7.5%	3.9%
Cn1c(SCC(=O)NCC2CCCO2)nnc1-c1c[nH]c2ccccc12 (configuration not stated)	-1.5%	u	-5.2%
COc1ccc(-n2ncc3c2CC(C)(C)CC3NC(=O)CCC2=NNC(=O)CC2)cc1 (configuration not stated)	18.9%	-1.8%	-12.8%
O=[N+]([O-])c1ccc(NCCCNS(=O)(=O)c2ccccc2)c(Cl)c1	16.4µM*	-6.5%	u
COc1ccc(-c2c(C)nn3c(C(F)(F)F)cc(-c4ccc(C)cc4)nc23)cc1	-3.5%	-2.4%	2.9%
COc1ccc(N2CCN(C(=O)C(=O)c3ccc(F)cc3)CC2)cc1	-23.6%	x	-27.3%

Whole records, looked up by structure.
O=[N+]([O-])c1ccc(NCCCNS(=O)(=O)c2ccccc2)c(Cl)c1 is listed with DT40 TDP1 no CPT: 16.4µM*; GCN5L2 inh: -6.5%; DT40 TDP1 CPT: u
OCCC1CN(Cc2nc3ccccc3s2)CCN1C1CCCC1 (configuration not stated) is listed with DT40 TDP1 no CPT: -3.1%; GCN5L2 inh: -11.0%; DT40 TDP1 CPT: -11.9%

Outcome played no part in choosing rows; 18% or so of the library scored in one or more.
